# Screens as filed in PubChem.
# FAS TE block – FAS thioesterase (human) inhibition. P49327. recombinant FAS-TE, OMFH fluorogenic substrate, fluorescence endpoint. inhibition, % at 15 µM. actives 0.67% (n = 360,000);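 active means compounds whose normalised, plate-corrected inhibition of enzyme fluorescence in the single-dose primary screen is 50% or more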;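 further: 0% = DMSO with enzyme and 100% = substrate without enzyme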
# Rpn11 block – Rpn11 (human) deubiquitinase inhibition; actives 0.59% (n = 360,000); human 26S proteasome, Ub4-pepOG fluorescence polarization; 20S core pre-blocked with epoxomicin; calls only at 20 µM; O00487;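 active means inhibition at 20 µM, scaled to each plate's controls, above about 33%, limit read from the data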
# MsrA inh – bovine MsrA inhibition | purified bovine MsrA, absorbance read-out | inhibition, % at 15.5 µM | actives 0.75% (n = 360,000); in the data active means inhibition above about 4.5%;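 further: 0% = vehicle wells with enzyme and 100% = reference inhibitor wells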
# MT1-MMP act inh – inhibitors of human MT1-MMP activation. HT1080 RFP-PRO-GFP cells, GFP/RFP ratio fluorescence, overnight; percent of plate control window, DMSO zero. GFP/RFP ratio change, % at 20 µM. actives 0.061% (n = 360,000). AID 651647;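 active means GFP/RFP ratio change of at least 30% with cell ATP level not reduced by more than half and red fluorescence within 50% of control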; further: strong numbers were not always called active
#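 Compound: 20 µM single dose, 1% DMSO / System: HT1080 RFP-PRO-GFP cells / Controls: DMSO and RFP-L50D-GFP cell wells / Read-out basis: GFP/RFP fluorescence ratio / Schedule: overnight compound exposure at 37 °C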
# E coli Lon inh – inhibits E. coli Lon protease | actives 0.42% (n = 360,000) | AID 602123 | inhibition, % at 7.94 µM | P0A9M0 | purified E. coli Lon protease, fluorescence polarization; in the data active means inhibition above about 13%, passing the limit was not always enough;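 further: 0% = enzyme with probe and DMSO and 100% = no enzyme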
# Rin1-Abl PPI inh – human Rin1-Abl interaction inhibition | P00519+Q13671 | inhibition, % at 7.35 µM | TR-FRET Rin1/Abl binding, biochemical | actives 0.4% (n = 360,000); in the data active means inhibition above about 5%, passing the limit was not always enough
# Target sequence (P00519 whole entry, looked up): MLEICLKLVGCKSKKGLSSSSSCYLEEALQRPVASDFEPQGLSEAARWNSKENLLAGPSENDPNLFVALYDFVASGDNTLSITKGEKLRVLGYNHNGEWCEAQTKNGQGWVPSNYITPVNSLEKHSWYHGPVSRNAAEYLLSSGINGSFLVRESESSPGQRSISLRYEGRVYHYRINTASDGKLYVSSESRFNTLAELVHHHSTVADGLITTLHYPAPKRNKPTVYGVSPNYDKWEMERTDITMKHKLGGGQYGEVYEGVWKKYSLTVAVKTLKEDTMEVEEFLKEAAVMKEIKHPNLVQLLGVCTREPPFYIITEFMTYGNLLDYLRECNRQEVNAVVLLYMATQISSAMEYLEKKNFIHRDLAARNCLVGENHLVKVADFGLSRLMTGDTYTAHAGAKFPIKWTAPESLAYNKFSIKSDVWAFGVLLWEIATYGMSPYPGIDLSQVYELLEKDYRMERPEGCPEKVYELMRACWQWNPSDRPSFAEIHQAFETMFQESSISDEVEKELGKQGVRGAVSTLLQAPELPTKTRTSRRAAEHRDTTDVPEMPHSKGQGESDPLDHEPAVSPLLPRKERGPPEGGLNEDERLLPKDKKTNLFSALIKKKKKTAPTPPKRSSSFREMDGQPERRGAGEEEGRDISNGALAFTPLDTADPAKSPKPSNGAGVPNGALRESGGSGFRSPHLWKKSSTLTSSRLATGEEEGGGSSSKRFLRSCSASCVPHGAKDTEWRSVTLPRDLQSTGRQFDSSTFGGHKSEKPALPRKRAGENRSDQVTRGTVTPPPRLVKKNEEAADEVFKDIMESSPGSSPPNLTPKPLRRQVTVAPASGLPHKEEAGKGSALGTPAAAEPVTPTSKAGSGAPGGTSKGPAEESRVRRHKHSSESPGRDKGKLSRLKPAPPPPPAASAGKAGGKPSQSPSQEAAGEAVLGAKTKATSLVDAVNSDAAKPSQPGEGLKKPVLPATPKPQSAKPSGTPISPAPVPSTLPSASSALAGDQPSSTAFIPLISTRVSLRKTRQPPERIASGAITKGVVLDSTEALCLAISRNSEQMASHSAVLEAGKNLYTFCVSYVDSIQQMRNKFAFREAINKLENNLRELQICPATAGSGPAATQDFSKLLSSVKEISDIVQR
# Target sequence (Q13671 whole entry, looked up): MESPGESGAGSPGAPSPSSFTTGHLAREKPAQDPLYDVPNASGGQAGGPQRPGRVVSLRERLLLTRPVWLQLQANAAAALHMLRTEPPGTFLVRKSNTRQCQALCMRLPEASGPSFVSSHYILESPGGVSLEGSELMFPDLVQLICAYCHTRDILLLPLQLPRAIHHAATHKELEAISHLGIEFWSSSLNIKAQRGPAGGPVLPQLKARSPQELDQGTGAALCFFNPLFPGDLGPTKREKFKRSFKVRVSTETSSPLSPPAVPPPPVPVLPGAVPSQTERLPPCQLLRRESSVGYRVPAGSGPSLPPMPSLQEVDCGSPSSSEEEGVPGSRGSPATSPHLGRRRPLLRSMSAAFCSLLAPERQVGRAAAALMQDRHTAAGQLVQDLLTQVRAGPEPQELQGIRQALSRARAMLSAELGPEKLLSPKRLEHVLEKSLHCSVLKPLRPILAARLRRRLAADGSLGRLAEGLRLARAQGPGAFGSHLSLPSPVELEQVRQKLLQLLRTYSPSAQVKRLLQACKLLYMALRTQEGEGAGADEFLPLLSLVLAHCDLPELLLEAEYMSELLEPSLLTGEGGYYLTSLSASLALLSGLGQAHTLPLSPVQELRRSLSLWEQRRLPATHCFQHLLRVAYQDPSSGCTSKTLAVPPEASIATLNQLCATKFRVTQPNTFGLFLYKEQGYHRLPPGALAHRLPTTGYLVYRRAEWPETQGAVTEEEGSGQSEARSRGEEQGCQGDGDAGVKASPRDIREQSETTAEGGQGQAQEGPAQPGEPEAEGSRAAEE
# CSN inh – blocks human CSN-mediated cullin deneddylation | Q92905 | Purified CSN, SCF-Nedd8-OG deneddylation, fluorescence polarization | inhibition, % at 12.5 µM | actives 0.38% (n = 360,000);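 active means pattern-corrected inhibition above about 35%, with an unprinted fluorescence ratio check between 0.5 and 1.5, limit read from the data, passing the limit was not always enough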;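 further: 0% = enzyme with substrate and 100% = substrate without enzyme; some results filed as inactive read as strong as hits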
#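 Material: human Csn5 produced in HEK293T cells; Input: enzyme 0.24 nM; Reagent: SCFSkp2-Nedd8OG substrate at 10 nM final; Dosing: 12.5 µM compound; Incubation: 90 min reaction at room temperature; Detection: fluorescence polarization of the substrate; Evaluation: % inhibition of substrate cleavage by Csn5; Control set: substrate-only high control, full reaction low control.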
# MsrA act – bovine methionine sulfoxide reductase A activation. actives 0.3% (n = 360,000). AID 602163. purified bovine MsrA, absorbance read-out. activation, % at 10.6 µM; in the data active means activation above about 7.5%;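 further: 0% = vehicle and 100% = reference activator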
# PABP1 MLLE inh – blocks PAM2 peptide binding to the PABP1 MLLE domain | GST-MLLE / FITC-PAM2 fluorescence polarization | inhibition, % at 20 µM | actives 0.36% (n = 360,000) | AID 588489; in the data active means inhibition above about 35%, passing the limit was not always enough;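 further: plate controls were DMSO wells with GST-MLLE for no effect and wells lacking GST-MLLE protein for full effect; some results filed as inactive read as strong as hits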
# * marks the source's active call; other numbers are inactive results; i = inactive; . = no result given.
mol,FAS TE block,Rpn11 block,MsrA inh,MT1-MMP act inh,E coli Lon inh,Rin1-Abl PPI inh,CSN inh,MsrA act,PABP1 MLLE inh
CC1(C)CC(=O)C(C=NCC(N)=O)=C(O)C1,-8,i,-0.3,2,-6,-3,-1,-2,-2
CCOc1ccc(Nc2ccc([N+](=O)[O-])c3nonc23)cc1,0,i,0.2,-39,1,-12,4,-3,-21
N/C(=N\NS(=O)(=O)c1ccc(Cl)cc1)c1ccccn1,-4,i,1.6,2,3,0,1,-2,-12
COc1cc(C(=O)OCC(=O)NC2CCCCCC2)ccc1OCC(C)C,-3,i,-1.4,0,-11,0,-3,0,2
COc1ccc(S(=O)(=O)N2CCOC23CCN(S(=O)(=O)c2c(C)cc(C)cc2C)CC3)cc1,22,i,-1.2,-5,-4,3,-2,-3,0
Nc1ncnc(N2CCc3ccccc32)c1[N+](=O)[O-],-3,i,-0.3,-21,-8,-7,-7,0,-3
CC(C(=O)N1CCN(c2ccccc2F)CC1)c1ccc([N+](=O)[O-])cc1 (centres undefined),29,i,1.4,-4,2,0,1,-3,23
CC1(C)CC(=O)/C(=N/Nc2ccc(Cl)cc2)CO1,0,i,2.5,0,4,-4,1,-4,-10
O=C(NCc1ccccc1Cl)c1ccccc1Oc1ccccc1,29,i,-0.4,-3,-11,-3,0,-2,-15
Cc1ccc(NC(=O)CSc2nc(=O)n(Cc3ccncc3)c3c2CCC3)c(C)c1,-5,i,1.8,-3,-13,1,-2,-1,8
COc1ccccc1N1CCN(C(=O)c2cc(-c3ccc(F)cc3)[nH]c2C)CC1,6,i,1.8,-3,6,1,-3,-3,9
O=C(COC(=O)Cc1c(Cl)cccc1Cl)NCc1ccccc1,3,i,-0.2,1,-3,0,-4,-1,3
O=C(COc1ccc2ccccc2c1)N[C@@H](C(=O)O)c1ccc(O)cc1,-5,i,-0.7,5,-11,0,1,1,14
CCn1c2ccccc2c2c3ncc4cccn4c3ccc21,12,.,-0.4,-49,-26,-2,28,-2,-62
CN(C)S(=O)(=O)c1ccc2c(c1)C(CC(=O)O)OC2=O (centres undefined),-8,i,0.8,3,-4,0,-1,-11,-1
CCOc1ccccc1N1CCN(C(=O)c2cc(S(=O)(=O)N3CCCCC3)ccc2C)CC1,7,i,0.6,6,1,1,1,-1,-3
Cc1ccc(S(=O)(=O)Cc2cc(-c3ccc(Cl)cc3)no2)cc1,27,i,0.9,1,-5,3,-4,2,5
COC(CNC(=O)[C@H](Cc1ccccc1)N1Cc2ccccc2C1=O)OC,-4,i,0.2,3,-4,1,1,-2,-3
c1ccc(Oc2cc(-c3ccccc3)nc(-c3ccccc3)n2)cc1,5,i,-0.1,-1,12,-2,-1,-6,11
CCc1nn(CC(=O)NCCCc2ccccc2)c(=O)c2cc3c(OC)cccc3n12,-6,i,-0.6,6,3,-2,-2,-2,-5
O=C(NC1CCN(Cc2ccccc2)CC1)c1cccc(Br)c1,1,i,-0.5,1,-8,0,-5,-2,-2
COc1ccc(Cn2c(=O)oc3ccc(C)cc32)cc1OC,-1,i,0.6,4,5,1,1,-1,18
COc1ccc(C(=O)N(CC(=O)NC(C)(C)C)c2ccc3c(c2)OCCO3)cc1OC,-4,i,-1.2,4,-2,2,0,-1,-9
COc1ccc(CN(Cc2cccn2C)S(=O)(=O)c2ccc(C)cc2)cc1,30,i,-0.5,-2,-15,-1,0,-3,-4
CC1(C)CSC(=NCCc2ccccc2)N1,-2,i,-0.1,-3,0,5,0,-4,-52

# Random excerpt: 3 compounds from above.
mol,FAS TE block,Rpn11 block,MsrA inh,MT1-MMP act inh,E coli Lon inh,Rin1-Abl PPI inh,CSN inh,MsrA act,PABP1 MLLE inh
COc1ccccc1N1CCN(C(=O)c2cc(-c3ccc(F)cc3)[nH]c2C)CC1,6,i,1.8,-3,6,1,-3,-3,9
COC(CNC(=O)[C@H](Cc1ccccc1)N1Cc2ccccc2C1=O)OC,-4,i,0.2,3,-4,1,1,-2,-3
c1ccc(Oc2cc(-c3ccccc3)nc(-c3ccccc3)n2)cc1,5,i,-0.1,-1,12,-2,-1,-6,11

# The list goes on:
mol,FAS TE block,Rpn11 block,MsrA inh,MT1-MMP act inh,E coli Lon inh,Rin1-Abl PPI inh,CSN inh,MsrA act,PABP1 MLLE inh
COc1ccc(CCNC(=O)N2c3ccccc3Sc3ccccc32)cc1,24,i,0.2,-7,-2,0,3,-1,5
Cc1ccc2c(C(=O)CN3CCN(C4CCCCC4)CC3)c(C)[nH]c2c1,-9,i,0.4,-3,-3,0,2,-2,-3
CCN(C(=O)CSc1nnc(Nc2ccccc2)s1)C1CCS(=O)(=O)C1 (centres undefined),-3,i,0.8,1,0,1,4,1,9
NC(=O)CCn1c(=O)oc2ccccc21,0,i,1.1,0,-8,5,0,1,11
CC(=O)NCC1CCCN(Cc2cn(-c3ccccc3)nc2-c2ccc3c(c2)OCO3)C1 (centres undefined),-2,i,0.8,1,1,1,-4,-2,3
O=C(/C=C/c1cccs1)NC(=S)NNC(=O)c1ccccc1O,-3,i,6.9*,-4,4,0,-10,-7,-11
NS(=O)(=O)c1ccc(CCNC(=S)NC2CCCC2)cc1,-10,i,-0.2,-1,10,5,0,-14,-8
Clc1ccc(CSc2nnc3c(n2)[nH]c2ccccc23)cc1,2,i,0.7,-1,-3,2,10,-2,-1
CCCN(CCC)C(=O)CC(c1ccccc1)c1cc(C)ccc1O (centres undefined),10,i,1.6,-4,-3,-2,0,-1,3
CC(C)C(=O)Nc1cccc(-c2cn3ccsc3n2)c1,-3,i,-0.3,-5,-3,-3,2,-5,-8
CN(C)CCCNC(=O)CCC1CCCCC1,-3,i,-0.5,-2,2,-1,-6,-2,16
Cc1ccc(CNC(=O)Cn2c(=O)oc3ccccc32)o1,-8,i,-1.2,-4,-3,1,-3,-11,5
COc1ccc([N+](=O)[O-])cc1COc1cc(C)cc2oc(=O)cc(-c3ccccc3)c12,17,i,-1.4,-11,0,3,1,-1,-7
O=C(CCCCCN1C(=O)c2cccc3cccc(c23)C1=O)N1CCOCC1,-9,i,1.3,-8,-2,-6,0,-3,2
CCOC(=O)N1CCN(Cc2nc3c(c(=O)[nH]c(=O)n3C)n2Cc2ccccc2C)CC1,-3,i,0.1,2,5,-2,5,1,4
Cc1c(C(=O)Nc2ccc(S(N)(=O)=O)cc2)oc2ccc(Cl)cc12,-1,i,0.1,3,-1,1,4,-3,7
CCOc1ccc(C(=O)N/N=C(/C)C2C(=O)c3ccccc3C2=O)cc1,7,i,0.9,4,-6,-2,-1,7,-10
Nc1cc(=O)[nH]c(SCC(=O)Nc2ccc(F)c(Cl)c2)n1,-3,i,0.8,1,-1,1,-5,-1,-6
COc1ccc(CNC(=O)CCCn2c(=S)[nH]c3cc4c(cc3c2=O)OCO4)cc1,-2,i,-0.1,2,-5,-3,1,-2,-103
COc1ccc(CC(=O)NC2CCN(CC(=O)Nc3ccc4c(c3)OCCO4)CC2)cc1OC,-10,i,0.3,3,-2,-2,-1,-2,0
COc1ccc(Nc2nc(C(=O)NCCCN3CCOCC3)cs2)cc1,-2,i,1.1,-14,0,-7,6,-10,7
COCC(=O)OCC(=O)N1N=C(c2ccc(Cl)cc2)CC1c1ccco1 (centres undefined),2,i,0.4,3,-11,4,-3,-10,-11
CCc1noc(C)c1C(=O)N(CC(C)C)c1c(N)n(Cc2ccccc2)c(=O)[nH]c1=O,-3,i,-1.1,-1,-9,0,-5,-1,-2
COc1cc(NC(=S)Nc2ncccc2C)cc(OC)c1OC,-3,i,1.7,3,-1,-1,-5,-1,34
CC(O)C(NC=C1C(=O)OC(C)(C)OC1=O)C(=O)O (centres undefined),-8,i,0.9,1,-8,6,-3,-12,-4
Cc1nn(C)c(C)c1C(C)NC(=O)c1cc(COc2cncc(Cl)c2)on1 (centres undefined),-4,i,-0.1,0,7,2,0,1,0
COc1ccc(CN(C(=O)c2ccc(-c3ccccc3)[nH]2)C(C(=O)NC(C)(C)C)c2ccncc2)cc1 (centres undefined),20,i,-1.2,-48,5,4,1,-4,-10
CC1=C(C(=O)OCCOc2ccccc2)C(c2ccc(C)o2)C2=C(CC(C)(C)CC2=O)N1 (centres undefined),13,i,1.5,-6,3,0,-3,-7,0
Cc1noc(C)c1-c1ccc(C(=O)NCc2cccc(Cl)c2)c2occc12,17,i,0.1,10,-1,-3,-3,-2,6
COc1cc(C(=O)NCC(=O)N/N=C/c2cccs2)cc(OC)c1OC,-5,i,2.0,4,-2,-1,1,-2,3
COc1ccccc1C1(CC(=O)O)CCOC(C(C)C)C1 (centres undefined),-5,i,0.1,7,-10,4,-1,-11,5
O=C(Oc1ccc[nH]c1=O)c1cc([N+](=O)[O-])cc([N+](=O)[O-])c1,-3,i,3.0,6,5,5,-4,-1,-5
COc1ccc(S(=O)(=O)N(C)C)cc1NCC(=O)Nc1ccc(F)cc1F,-7,i,0.4,5,-6,-4,3,-1,3
CC(=O)Nc1cc(-c2cccc(NS(C)(=O)=O)c2)cn2c(-c3ccccc3)cnc12,15,i,-0.2,2,-3,-3,3,-3,-3
Cc1cccc(NC(=O)CO/N=C/c2ccc3c(c2)OCO3)c1,23,i,0.0,2,-1,0,-8,-7,-9
O=C(Nc1ccc(N2CCOCC2)cc1N1CCOCC1)c1ccco1,-3,i,-0.1,1,1,1,2,1,1
CCn1c(NC(=O)C2CCCCC2)nc2ccccc21,-1,i,-1.5,4,-8,-1,2,-2,-2
CSCCC(NC(=O)c1ccc(Cl)c([N+](=O)[O-])c1)C(=O)N1CCN(C/C=C/c2ccccc2)CC1 (centres undefined),58*,i,-1.2,5,7,2,1,-7,-13
O=C(COC(=O)c1ccccc1NCCO)NCCc1ccccc1,-3,i,0.0,3,5,-3,-3,-1,16
CCN(CC(=O)NCC1CCCO1)S(=O)(=O)c1ccc(Cl)cc1 (centres undefined),-4,i,-0.3,-1,-2,4,1,-8,-3
COc1ccc(CCN2C(=O)N(c3ccc(OC)cc3)C(=O)C2CC(=O)Nc2ccc(OC)cc2)cc1 (centres undefined),4,i,1.7,10,-18,-3,1,-2,-3
O=c1c2ccccc2oc2ccc(NCCCn3ccnc3)cc12,-10,i,-0.2,-17,-2,-8,0,-4,-1
CC(NC(=O)CCc1ccccc1)c1cc2c(cc1Cl)OCCO2 (centres undefined),5,i,2.3,-3,-11,2,-1,-4,15
COc1ccc([N+](=O)[O-])cc1NCc1ccco1,15,i,0.7,5,4,-6,0,3,0
Cc1cccc(C(=O)NNC(=O)C2CCN(C(=O)OC(C)(C)C)CC2)c1,-8,i,0.7,2,9,1,-2,-2,-5
CCC(Oc1ccccc1F)C(=O)NCCN1CCOCC1 (centres undefined),-4,i,-1.4,2,-1,2,-3,0,2

# 2 of the compounds above, field by field:
> Cc1nn(C)c(C)c1C(C)NC(=O)c1cc(COc2cncc(Cl)c2)on1 (centres undefined)
  FAS TE block: -4
  Rpn11 block: i
  MsrA inh: -0.1
  MT1-MMP act inh: 0
  E coli Lon inh: 7
  Rin1-Abl PPI inh: 2
  CSN inh: 0
  MsrA act: 1
  PABP1 MLLE inh: 0
> COc1ccc(CN(C(=O)c2ccc(-c3ccccc3)[nH]2)C(C(=O)NC(C)(C)C)c2ccncc2)cc1 (centres undefined)
  FAS TE block: 20
  Rpn11 block: i
  MsrA inh: -1.2
  MT1-MMP act inh: -48
  E coli Lon inh: 5
  Rin1-Abl PPI inh: 4
  CSN inh: 1
  MsrA act: -4
  PABP1 MLLE inh: -10
